Source: PubChem
CSM14.1 death rescue: rescue of cells from ER stress-induced death, primary screen, 384-well, CSM14.1, thapsigargin, ATP luminescence (AID 1222). 190,000 tested, under 10 active. cellular ATP content (survival), % at 20 µM; hits with a dose series show EC50 in µM. CSM14.1 thapsigargin-induced death rescue, ATP luminescence; higher % means a stronger effect;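 active = EC50 below 50 µM in the dose-response confirmation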;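 note: death triggered by thapsigargin at about 15 µM added after 2 h compound pretreatment; cell ATP read after overnight thapsigargin exposure of roughly 18 to 22 hours; normalized against plate controls of thapsigargin alone and 5% DMSO vehicle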
Insulin prom up: insulin promoter activators in MIN6 cells, imaging, high-content screening, mouse beta cells; MIN6 insulin promoter-GFP reporter; stronger effect = higher value; z-score at 5 µM; 190,000 compounds, 0.3% hits; AID 1625, 2009;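 active = z-score above 3 at 5 µM with at least 500 cells counted in the well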
Dynein transport: inhibitors of GR-EGFP nuclear translocation, primary screen, dynein cargo transport inhibitor project, imaging, high-content, 3617.4 mouse cells. test concentration mostly 20 µM; stimulated with dexamethasone, 1 µM; stronger effect = lower value. z-score, hits read low. 220,000 compounds, 0.47% hits. AID 1381, 2008;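 active = plate z-score of nuclear minus cytoplasmic receptor signal below a set negative limit, without overly bright fluorescence or cell loss, cut at about -3.5 in these data, passing the limit was not always enough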;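 note: z-score of nuclear minus cytoplasmic ring GR-EGFP intensity difference per well; some compounds called inactive have numbers as strong as hits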
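Buffer or medium: tetracycline-free induction medium containing charcoal-stripped FBS / Reagent: dexamethasone agonist, 1.0 µM final, for 30 min / Technique: automated 10x imaging of fixed Hoechst-stained cells / Times: induction 48 h, compound 1 h, agonist 30 min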
bCat nuc transl: modulators of beta-catenin nuclear translocation, primary screen, imaging, HeLa cells, immunofluorescence, high-content | nuclear translocation activity, % at 5 µM | 190,000 compounds, 0.3% hits;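 active = nuclear translocation activity above 50% at 5 µM, with a well cell count of 50 or more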;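 note: per-cell ratio of nuclear to cytoplasmic median beta-catenin stain intensity; plate controls were DMSO negative control for no effect and GSK-3 inhibitor IX positive control for full effect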
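test system = HeLa cells, endogenous beta-catenin | dosing = single 5 µM dose plus 0.02–20 µM confirmation series | times = compound treatment 24 h, 37°C, 5% CO2 | technique = beta-catenin immunofluorescence imaging with DAPI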
MT stabilizer: microtubule stabilizers in HeLa cells, primary screen, imaging, high-content imaging | HeLa tubulin immunostaining HCS, 24 h; share of cells brighter than vehicle mean+2SD | % tubulin-high responders, % at 10 µM | 200,000 compounds, 0.83% hits;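 active = plate Z-score above 3 for both tubulin-high and condensed-nucleus cell shares, with cell loss under 80%, at 10 µM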;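 note: anti alpha tubulin signal scored within the nucleus-defined area of each cell; some results filed as inactive read as strong as hits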
Lipid droplet: inhibitors of hepatocyte lipid droplet formation, primary screen, imaging, high-throughput imaging, BODIPY stain. inhibition, % at 6.5 µM. 240,000 compounds, 0.4% hits. AML12 mouse hepatocytes, oleate lipid droplets;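 active = lipid droplet intensity inhibited by at least 50%, with more than 500 cells counted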
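Material: mouse AML12 hepatocyte cell line, fixed after treatment; Timing: compound with oleate, overnight; Technique: high-content imaging of BODIPY-stained droplets and DAPI nuclei; Probe or stimulus: oleate, 100 µM final; Dosing: compound at 6.5 µM only.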
Salmonella PhoP GFP: inhibitors of PhoP regulon expression, primary screen, Salmonella Typhimurium, GFP reporter (AID 1863). S. Typhimurium PhoP-regulated promoter GFP reporter, 4 h; higher % means a stronger effect. inhibition, % at 50 µM, or IC50 in µM where a hit was titrated. 300,000 compounds, 0.16% hits;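 active = inhibition over 29.93%, a cutoff 3 SD above the screen mean, later confirmed by dose response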;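 note: 0% = low Mg2+ inducing control and 100% = high Mg2+ repressing control; strong numbers were not always called active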
T cell HTS: modulators of CD8 T cell-vesicle binding, primary screen, mouse 2C CD8+ T cells, flow cytometry. 2C CD8+ T cell-vesicle binding; stronger effect = lower value. calls only at 7 µM. 330,000 compounds, 0.068% hits;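 active = response, share of CD8 T cells binding vesicles, and their 90th percentile fluorescence all below set limits, cut at about 80% in these data, passing the limit was not always enough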
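Assay system: 2C TCR transgenic mouse naive CD8+ T cells, MACS-purified | Read-out: CD8+ gate FL2 mean fluorescence as % of same-row positive control | Signal: High-throughput flow cytometry with anti-B7-1 and anti-CD8 staining | Timing: Binding step 1.5 h, 37 °C, antibody labelling 20 min, ice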
Autophagy mod: autophagy modulators in MEF cells, primary screen, imaging, high-content, MEF GFP-LC3; 190,000 compounds, 0.98% hits; MEF GFP-LC3 puncta imaging; test concentration mostly 10 µM; calls only at 10 µM (by protocol);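 active = percentage of spot-positive cells more than 3 SD above its plate mean, without a fluorescence outlier flag or 80% toxicity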;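 note: spot-positive cell cutoff set from DMSO-treated cells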
Dynein transport cytoplasmic EGFP: further read-out of Dynein transport, marked with its call; z-score; measured here: cytoplasmic GR-EGFP intensity; stronger effect = higher value
Dynein transport nuclear GR-EGFP: further read-out of Dynein transport, marked with its call; z-score; measured here: nuclear GR-EGFP intensity;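 lower value marks the stronger effect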
Dynein transport cell count: second read-out of Dynein transport, no call of its own (marks repeat the call); z-score; measured here: cell count per field
Insulin prom up cell count: second read-out of Insulin prom up, no call of its own (marks repeat the call); cell count; measured here: cytotoxicity, nuclei count;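 total cells summed across four imaged fields per well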
Lipid droplet cells 6.5 µM: recorded beside Lipid droplet, whose call it bears; cell count; measured here: cell count, cytotoxicity flag;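 cells counted across two imaged fields per well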
bCat nuc transl cell count 5 µM: second read-out of bCat nuc transl, no call of its own (marks repeat the call); cell count; measured here: cell count, cytotoxicity flag
T cell HTS vesicle-bound %: recorded beside T cell HTS, whose call it bears; double positive events, %; measured here: CD8+ vesicle-bound cell fraction;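 binding gate set so that unloaded-vesicle control wells show 10% double positive cells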
MT stabilizer Hoechst-high %: recorded beside MT stabilizer, whose call it bears; % Hoechst-high responders; measured here: nuclear condensation Hoechst responders;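 share of cells brighter than vehicle mean plus two SD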
MT stabilizer cytotoxicity %: further read-out of MT stabilizer, marked with its call; toxicity, %; measured here: cytotoxicity by cell density;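 0% = mean cell density of plate MIN control wells and 100% = no cells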
Autophagy mod cell loss 18 h: further read-out of Autophagy mod, marked with its call; toxicity, %; measured here: cell loss, nuclei count;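 cell loss after 18 h compound exposure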
The depositor's hits bear a star.

COc1ccc(CCNc2ccncn2)cc1OC was read as CSM14.1 death rescue 2.5%, Insulin prom up -0.32, Dynein transport -0.5, MT stabilizer 2.6, Salmonella PhoP GFP -2%, T cell HTS inactive, Autophagy mod inactive, Dynein transport cytoplasmic EGFP -0.26, Dynein transport nuclear GR-EGFP -0.27, Dynein transport cell count 1.6, Insulin prom up cell count 908, T cell HTS vesicle-bound % 48, MT stabilizer Hoechst-high % 1.9, MT stabilizer cytotoxicity % 7.0 and Autophagy mod cell loss 18 h 1.
S=C(Nc1ccccc1)Nc1ccccc1-n1cccc1 was read as Insulin prom up -1.1, Dynein transport -0.091, bCat nuc transl -0.2, Lipid droplet -1, Salmonella PhoP GFP -9%, Dynein transport cytoplasmic EGFP -0.21, Dynein transport nuclear GR-EGFP -0.27, Dynein transport cell count 0.44, Insulin prom up cell count 1400, Lipid droplet cells 6.5 µM 646 and bCat nuc transl cell count 5 µM 1063.
O=C(O)c1cccc(CN2C(=O)S/C(=C/c3cccc([N+](=O)[O-])c3)C2=O)c1 was read as Dynein transport -1.6, bCat nuc transl 1.0, Lipid droplet 2, Salmonella PhoP GFP 8%, T cell HTS inactive, Dynein transport cytoplasmic EGFP -0.13, Dynein transport nuclear GR-EGFP -0.2, Dynein transport cell count -0.015, Lipid droplet cells 6.5 µM 768, bCat nuc transl cell count 5 µM 1287 and T cell HTS vesicle-bound % 31.
CCc1cc2c(C)cc(=O)oc2cc1OC(=O)C1CCCN1C(=O)OC(C)(C)C (stereo unspecified) was read as CSM14.1 death rescue 2.2%, Insulin prom up -0.25, Dynein transport -0.64, bCat nuc transl -4.3, MT stabilizer 4.8, Salmonella PhoP GFP -1%, T cell HTS inactive, Autophagy mod inactive, Dynein transport cytoplasmic EGFP 0.014, Dynein transport nuclear GR-EGFP -0.18, Dynein transport cell count 0.33, Insulin prom up cell count 1054, bCat nuc transl cell count 5 µM 977, T cell HTS vesicle-bound % 24, MT stabilizer Hoechst-high % 3.6, MT stabilizer cytotoxicity % 6.1 and Autophagy mod cell loss 18 h -26.
`CC(C)CCN1CCN(Cc2ccc(Sc3nncn3C)o2)CC1CCO` (stereo unspecified) gave CSM14.1 death rescue -0.6%, Dynein transport 0.43, bCat nuc transl -0.2, MT stabilizer 2.3, Lipid droplet 0, Salmonella PhoP GFP -7%, T cell HTS inactive, Autophagy mod inactive, Dynein transport cytoplasmic EGFP -0.24, Dynein transport nuclear GR-EGFP 0.16, Dynein transport cell count -0.73, Lipid droplet cells 6.5 µM 701, bCat nuc transl cell count 5 µM 1514, T cell HTS vesicle-bound % 62, MT stabilizer Hoechst-high % 1.9, MT stabilizer cytotoxicity % 6.6 and Autophagy mod cell loss 18 h -1.
Screening Cc1cccc2sc(NNC(=O)c3cc(=O)c4ccccc4o3)nc12 returned CSM14.1 death rescue -0.1%, Insulin prom up -0.03, Dynein transport 0.31, bCat nuc transl 0.0, MT stabilizer 4.3, Lipid droplet 2, Salmonella PhoP GFP -2%, T cell HTS inactive, Autophagy mod inactive, Dynein transport cytoplasmic EGFP 0.26, Dynein transport nuclear GR-EGFP 0.6, Dynein transport cell count -0.69, Insulin prom up cell count 1450, Lipid droplet cells 6.5 µM 699, bCat nuc transl cell count 5 µM 945, T cell HTS vesicle-bound % 30, MT stabilizer Hoechst-high % 2.0, MT stabilizer cytotoxicity % 12 and Autophagy mod cell loss 18 h 5.
CC(C)n1c(CSCc2ccc(Cl)cc2Cl)n[nH]c1=S was read as CSM14.1 death rescue 0.9%, Insulin prom up -0.16, Dynein transport 1.1, bCat nuc transl 0.4, MT stabilizer 2.5, Lipid droplet 4, Salmonella PhoP GFP 8%, T cell HTS inactive, Autophagy mod inactive, Dynein transport cytoplasmic EGFP -0.26, Dynein transport nuclear GR-EGFP 0.86, Dynein transport cell count -1.4, Insulin prom up cell count 1259, Lipid droplet cells 6.5 µM 698, bCat nuc transl cell count 5 µM 1147, T cell HTS vesicle-bound % 63, MT stabilizer Hoechst-high % 2.9, MT stabilizer cytotoxicity % 9.4 and Autophagy mod cell loss 18 h 2.
CCC(C)Nc1nc2c(c(=O)n(C)c(=O)n2C)n1C (stereo unspecified) was read as Insulin prom up 0.23, Dynein transport -0.063, bCat nuc transl -0.9, Lipid droplet 5, Salmonella PhoP GFP -6%, T cell HTS inactive, Dynein transport cytoplasmic EGFP -0.23, Dynein transport nuclear GR-EGFP -0.29, Dynein transport cell count 0.66, Insulin prom up cell count 1376, Lipid droplet cells 6.5 µM 714, bCat nuc transl cell count 5 µM 1115 and T cell HTS vesicle-bound % 40.
For O=C(Nc1ccc(S(=O)(=O)N2CCOCC2)cc1)c1ccc2ncsc2c1 the results were Insulin prom up -0.41, Dynein transport -0.46, bCat nuc transl -1.2, Lipid droplet -13, T cell HTS inactive, Dynein transport cytoplasmic EGFP -0.78, Dynein transport nuclear GR-EGFP -0.46, Dynein transport cell count 0.034, Insulin prom up cell count 958, Lipid droplet cells 6.5 µM 661, bCat nuc transl cell count 5 µM 1417 and T cell HTS vesicle-bound % 27.
For CCOC(=O)c1ccc(NC2Nc3cc(C)nn3S2)cc1 (stereo unspecified) the results were CSM14.1 death rescue 2.3%, Insulin prom up -0.2, Dynein transport 0.16, bCat nuc transl -3.0, MT stabilizer 2.5, Lipid droplet -31, Salmonella PhoP GFP 1%, T cell HTS inactive, Autophagy mod inactive, Dynein transport cytoplasmic EGFP -0.36, Dynein transport nuclear GR-EGFP 0.099, Dynein transport cell count 0.26, Insulin prom up cell count 1118, Lipid droplet cells 6.5 µM 745, bCat nuc transl cell count 5 µM 1124, T cell HTS vesicle-bound % 59, MT stabilizer Hoechst-high % 3.9, MT stabilizer cytotoxicity % 8.6 and Autophagy mod cell loss 18 h 18.
`COc1ccc(OC)c(C2C3=C(CCCC3=O)NC3=C2C(=O)CCC3)c1` gave CSM14.1 death rescue -0.8%, Insulin prom up 1.2, Dynein transport -0.36, MT stabilizer 1.5, Lipid droplet 9, Salmonella PhoP GFP -4%, T cell HTS inactive, Autophagy mod inactive, Dynein transport cytoplasmic EGFP 1, Dynein transport nuclear GR-EGFP 0.21, Dynein transport cell count 0.42, Insulin prom up cell count 845, Lipid droplet cells 6.5 µM 791, T cell HTS vesicle-bound % 30, MT stabilizer Hoechst-high % 1.8, MT stabilizer cytotoxicity % 9.2 and Autophagy mod cell loss 18 h -3.
Screening O=C(c1ccc2c(=O)n3c(nc2c1)CCCCC3)N1CCN(Cc2ccccc2)CC1 returned CSM14.1 death rescue 0.6%, Insulin prom up -1.1, Dynein transport -0.79, bCat nuc transl -2.9, MT stabilizer 1.0, Lipid droplet -8, Salmonella PhoP GFP -6%, Autophagy mod inactive, Dynein transport cytoplasmic EGFP -0.21, Dynein transport nuclear GR-EGFP -0.13, Dynein transport cell count 0.44, Insulin prom up cell count 939, Lipid droplet cells 6.5 µM 721, bCat nuc transl cell count 5 µM 1163, MT stabilizer Hoechst-high % 1.3, MT stabilizer cytotoxicity % 5.5 and Autophagy mod cell loss 18 h 0.
Cc1ccc(=O)n(C(C(=O)NCc2ccco2)C(=O)c2ccc(F)cc2)c1 (stereo unspecified) was read as CSM14.1 death rescue -3.2%, Insulin prom up 0, Dynein transport 2.3, bCat nuc transl -5.5, MT stabilizer 1.4, Lipid droplet 1, Salmonella PhoP GFP -13%, T cell HTS inactive, Autophagy mod inactive, Dynein transport cytoplasmic EGFP -0.2, Dynein transport nuclear GR-EGFP 0.57, Dynein transport cell count -0.93, Insulin prom up cell count 1214, Lipid droplet cells 6.5 µM 765, bCat nuc transl cell count 5 µM 1251, T cell HTS vesicle-bound % 42, MT stabilizer Hoechst-high % 1.5, MT stabilizer cytotoxicity % 2.2 and Autophagy mod cell loss 18 h -9.
`CCOC(=O)c1cccc(NC(=O)CSc2nnc(-c3ccoc3C)n2CCOC)c1` gave Insulin prom up 0.61, Dynein transport 1.2, bCat nuc transl -0.4, MT stabilizer 3.3, Lipid droplet -1, Salmonella PhoP GFP 2%, T cell HTS inactive, Autophagy mod inactive, Dynein transport cytoplasmic EGFP -0.2, Dynein transport nuclear GR-EGFP 0.77, Dynein transport cell count -0.91, Insulin prom up cell count 1072, Lipid droplet cells 6.5 µM 684, bCat nuc transl cell count 5 µM 1038, T cell HTS vesicle-bound % 54, MT stabilizer Hoechst-high % 1.2, MT stabilizer cytotoxicity % 7.9 and Autophagy mod cell loss 18 h 3.
